T cell HTS: T cell immune modulation candidate. 2C CD8+ T cell-vesicle binding, flow cytometry; stronger effect = lower value. calls only at 7 µM. hit rate 0.068% among 330,000. AID 2052;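 active = response, share of CD8 T cells binding vesicles, and their 90th percentile fluorescence all below set limits, cut at about 80% in these data, passing the limit was not always enough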
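material = purified 2C TCR transgenic mouse naive CD8+ T cells | controls = Unloaded micro-vesicles (low), QL9 vesicles with 0.7% DMSO (high) | detection = cytometric PE anti-B7-1 and Alexa647 anti-CD8 signals after 1% paraformaldehyde fixation | incubation = binding step 1.5 h, 37 °C, antibody labelling 20 min, ice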
Insulin prom up: MIN6 insulin promoter up-regulation; MIN6 insulin promoter-GFP reporter, high-content imaging; stronger effect = higher value; z-score at 5 µM; hit rate 0.3% among 190,000; AID 1625;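 active = z-score above 3 at 5 µM with at least 500 cells counted in the well; inconclusive = wells under 500 cells, flagged as cytotoxic or low count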
b-catenin transl: alters nuclear translocation of beta-catenin in HeLa cells; immunofluorescence imaging; AID 1665; hit rate 0.3% among 190,000; nuclear translocation activity, % at 5 µM;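 active = nuclear translocation activity above 50% at 5 µM, with a well cell count of 50 or more; inconclusive = wells under 50 cells across six images, flagged as toxic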;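 also: per-cell ratio of nuclear to cytoplasmic median beta-catenin stain intensity; plate controls were DMSO negative control for no effect and GSK-3 inhibitor IX positive control for full effect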
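Read-out: Nuclear/cytoplasmic beta-catenin signal ratio, % activation | Assay system: Human HeLa cell line | Times: 24 h compound exposure at 37°C, 5% CO2 | Signal: Fluorescence imaging of beta-catenin antibody stain plus DAPI | Dosing: 5 µM primary, 0.02–20 µM confirmation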
Myeloid diff 2: compounds promoting myeloid differentiation. ER-HoxA9 myeloid progenitors, lysozyme-GFP differentiation, flow cytometry. calls only at 10 µM. hit rate 1% among 360,000;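 active = normalized GFP-positive differentiation at or above the plate's own cutoff, the solvent-only control mean plus 3 SD; inconclusive = no clear call, values can overlap the other calls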;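 also: cells exposed to compound for four days before flow analysis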
Dynein cargo inh: dynein cargo transport inhibition; 3617.4 mouse cells, GR-EGFP nuclear translocation imaging; test concentration mostly 20 µM; stimulated with dexamethasone, 1 µM; stronger effect = lower value; z-score, hits read low; hit rate 0.47% among 220,000; AID 1381;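 active = plate z-score of nuclear minus cytoplasmic receptor signal below a set negative limit, without overly bright fluorescence or cell loss, cut at about -3.5 in these data, passing the limit was not always enough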;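 also: z-score of nuclear minus cytoplasmic ring GR-EGFP intensity difference per well; some compounds called inactive have numbers as strong as hits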
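Medium: Induction medium lacking tetracycline, stripped serum | Probe or stimulus: 1.0 µM final dexamethasone stimulus | Schedule: 48 h induction, then 1 h compound, then 30 min agonist, 37 °C | Signal: Automated 10x imaging of fixed Hoechst-stained cells | Evaluation: Per-cell GR-EGFP intensity, nucleus versus surrounding cytoplasmic ring, well-averaged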
TNAP activation fold: human TNAP enzyme activators, primary screen, biochemical, luminescent, no phosphate acceptor, uHTS (AID 1001) | purified TNAP, luminescent activation assay, no phosphate acceptor; higher activation fold means a stronger effect | one-dose activation fold at 20 µM; EC50 in µM for titrated hits | hit rate 0.03% among 200,000; in the data active = activation fold from about 3, or a potency from the dose series; inactive = the rest, 99 in 100 with activation fold below about 1.6; also: many of its hits are not listed in these tables
MT stabilize HCS: microtubule stabilizers in HeLa cells | HeLa tubulin immunostaining HCS, 24 h; share of cells brighter than vehicle mean+2SD | % tubulin-high responders, % at 10 µM | hit rate 0.83% among 200,000;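 active = plate Z-score above 3 for both tubulin-high and condensed-nucleus cell shares, with cell loss under 80%, at 10 µM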;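 also: anti alpha tubulin signal scored within the nucleus-defined area of each cell; some results filed as inactive read as strong as hits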
Lipid droplet: hepatic lipid droplet formation modulation; AML12 mouse hepatocytes, oleate lipid droplets, BODIPY imaging; inhibition, % at 6.5 µM; AID 1656; hit rate 0.4% among 240,000;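 active = lipid droplet intensity inhibited by at least 50%, with more than 500 cells counted; inconclusive = wells with under 300 cells, treated as cytotoxic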
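System: AML12 hepatocytes (mouse). Probe or stimulus: oleic acid at 100 µM to induce lipid droplet formation. Times: overnight treatment with compound plus oleate. Detection: Image-based BODIPY and DAPI two-channel analysis. Evaluation: percent inhibition of filter-corrected integrated lipid droplet intensity per well.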
PMI inhibitors: inhibitors of human PMI, primary screen, biochemical, fluorescence intensity, coupled assay (AID 1209); purified PMI enzyme, coupled fluorescence intensity; higher % means a stronger effect; inhibition, % at 20 µM; hits with a dose series show IC50 in µM; hit rate 0.42% among 190,000; in the data active = inhibition above about 50%;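 also: plate controls were DMSO vehicle for no effect and wells lacking substrate for full effect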
Dynein cargo inh cytoplasmic EGFP: further read-out of Dynein cargo inh, marked with its call; z-score; measured here: cytoplasmic GR-EGFP intensity; stronger effect = higher value
Dynein cargo inh nuclear GR-EGFP: second read-out of Dynein cargo inh, no call of its own (marks repeat the call); z-score; measured here: nuclear GR-EGFP intensity;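 lower value marks the stronger effect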
Dynein cargo inh cell count: further read-out of Dynein cargo inh, marked with its call; z-score; measured here: cell count per field
Insulin prom up cell count: recorded beside Insulin prom up, whose call it bears; cell count; measured here: cytotoxicity, nuclei count;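 total cells summed across four imaged fields per well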
Lipid droplet cells 6.5 µM: also measured in Lipid droplet; calls as there; cell count; measured here: cell count, cytotoxicity flag;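 cells counted across two imaged fields per well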
b-catenin transl cell count 5 µM: further read-out of b-catenin transl, marked with its call; cell count; measured here: cell count, cytotoxicity flag
T cell HTS vesicle-bound %: second read-out of T cell HTS, no call of its own (marks repeat the call); double positive events, %; measured here: CD8+ vesicle-bound cell fraction;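 binding gate set so that unloaded-vesicle control wells show 10% double positive cells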
MT stabilize HCS Hoechst-high %: also measured in MT stabilize HCS; calls as there; % Hoechst-high responders; measured here: nuclear condensation Hoechst responders;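 share of cells brighter than vehicle mean plus two SD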
MT stabilize HCS cytotoxicity %: also measured in MT stabilize HCS; calls as there; toxicity, %; measured here: cytotoxicity by cell density;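 0% = mean cell density of plate MIN control wells and 100% = no cells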
Myeloid diff 2 GFP+ MAC1+ %: also measured in Myeloid diff 2; calls as there; GFP+ MAC1+ double positive, %; measured here: differentiation confirmed by MAC1 staining
Starred values were filed as active, the others as inactive; i = inactive; ? = inconclusive; nt = no result given; & = joins results of further samples. Rows are unselected, and some 3% of all compounds hit somewhere here.

SMILES	T cell HTS	T cell HTS vesicle-bound %	Insulin prom up	Insulin prom up cell count	b-catenin transl	b-catenin transl cell count 5 µM	Myeloid diff 2	Myeloid diff 2 GFP+ MAC1+ %	Dynein cargo inh	Dynein cargo inh cytoplasmic EGFP	Dynein cargo inh nuclear GR-EGFP	Dynein cargo inh cell count	TNAP activation fold	MT stabilize HCS	MT stabilize HCS Hoechst-high %	MT stabilize HCS cytotoxicity %	Lipid droplet	Lipid droplet cells 6.5 µM	PMI inhibitors
CCC(=O)NCc1nc2ccccc2n1Cc1ccccc1F	i	55	-0.25	1550	1.0	1346	i	0.5	1.3	-0.13	1	-1.6	1.1	3.6	2.0	6.1	nt	nt	4%
COc1ccc(C(O)c2nccc3cc(OC)c(OC)cc23)cc1OC (stereo not drawn)	i	45	-2.1	1171	1.0	1066	i	0.4	-0.63	-0.31	-0.28	0.89	1.1	1.7	2.2	9.1	-14	735	4%
Cc1ccc(C)c(-n2c(-c3ccc4c(c3)OCO4)n[nH]c2=S)c1	i	10	-0.07	1231	-0.9	666	i	6.9	-0.14	-0.23	0.22	1.6	1	2.7	1.3	9.8	nt	nt	6%
COc1ccc(CC(=O)Nc2cccc(-c3ccc4nnc(C)n4n3)c2)cc1OC	i	41	-0.68	1191	0.2	1143	i	0.7	-0.33	-0.21	-0.23	0.16	0.9	1.8	1.5	0.3	12	720	-14%
CCOC(=O)c1cc(CC)sc1NC(=O)C1CC(=O)NN1Cc1ccccc1 (stereo not drawn)	i	47	-0.85	1405	5.4	974	i	0.5	-0.26	-0.23	-0.081	0.33	1.4	3.2	1.5	10	82*	696*	13%
CC(C)=CCCC(C)CN1CCC(N2CCC(C(=O)NC(C)C)CC2)CC1 (stereo not drawn)	i	26	-0.78	1450	0.1	999	i	0.2	0.058	-0.25	-0.17	0.25	1.1	3.8	1.8	7.1	-8	592	9%
N#Cc1c(C(F)(F)F)cc(-c2ccc(Cl)cc2)[nH]c1=O	i	30	0.45	1782	-3.9	1104	i	1.4	nt	nt	nt	nt	1	1.2	2.4	5.0	-1	670	8%
O=C1NC(c2ccco2)Nc2sc3c(c21)CCN(Cc1ccccc1)C3 (stereo not drawn)	i	55	0.31	771	nt	nt	i	2.2	-0.54	0.023	0.0019	0.22	1	4.6	3.7	3.7	nt	nt	3%
COCCCN(C(=S)NC(=O)c1ccc(C(C)(C)C)cc1)c1c(N)n(Cc2ccccc2)c(=O)[nH]c1=O	i	22	1.4	1297	-0.6	864	i	1.0	-0.0093	-0.22	0.1	-0.2	1.3	2.6	3.1	7.9	30	587	25%
Cc1cccc(N(C(=O)Cn2nnc3ccccc32)C(C(=O)NCc2ccco2)c2ccncc2)c1C (stereo not drawn)	i	49	1.1	1649	-2.2	1148	i	0.7	0.05	-0.27	0.67	-0.041	1.1	3.4	1.8	6.6	nt	nt	-4%
Cc1c(NC(=O)COC(=O)Cc2ccc(Cl)cc2)c(=O)n(-c2ccccc2)n1C	i	42	-0.64	1298	-5.6	1001	i	1.0	-0.093	-0.22	0.79	-0.15	1.1	2.4	2.3	4.9	nt	nt	0%
CCc1cc(C(=O)O)c(NC(=O)C(c2ccccc2)c2ccccc2)s1	i	30	-0.46	1020	-8.2	1251	i	0.9	0.35	-0.098	0.35	0.38	1.1	1.3	2.2	7.3	19	771	3%
O=C(O)CCC(=O)OC1CC2CCC1C2 (stereo not drawn)	i	38	nt	nt	-3.0	911	i	1.1	-0.37	-0.22	-0.049	0.82	1	1.4	1.6	8.6	nt	nt	10%
COC(=O)Cc1c(O)ccn(CCc2ccc(OC)c(OC)c2)c1=O	i	9	0.68	1320	-1.1	1488	i	0.4	-0.58	-0.29	-0.2	0.81	0.9	3.1	2.6	5.7	6	709	-7%
CC1CCCCN1S(=O)(=O)c1ccc(C(=O)Nc2ccccc2-c2nc3ccccc3s2)cc1 (stereo not drawn)	i	44	1.4	1155	0.8	504	i	2.4	-0.94	-0.066	0.43	-0.097	1.1	3.4	3.8	1.6	-13	738	3%
Cc1noc(C)c1CSCC(=O)N1CCN(c2ccc([N+](=O)[O-])cc2)CC1	i	51	-0.96	883	nt	nt	i	0.5	-0.28	-0.3	0.07	-0.074	0.7	2.8	1.0	3.6	2	718	-3%
CCOC(=O)c1c(C)[n+]([O-])c2ccc3c(non3O)c12	i	41	-0.07	1126	-3.9	1015	i	0.2	-0.47	-0.18	-0.35	0.13	1	1.7	1.8	6.7	0	689	-6%
CN(CC(=O)NCc1ccc(Cl)cc1)S(=O)(=O)c1cccc2cccnc12	i	44	0.33	881	nt	nt	i	1.8	0.16	-0.22	0.095	0.15	1.2	4.0	3.9	6.6	nt	nt	2%
COCCCNC(=O)c1ccc2c(=O)n(Cc3ccc4c(c3)OCO4)c(=S)[nH]c2c1	i	7	-0.65	1280	-2.3	926	i	2.5	-0.83	-0.21	-0.3	1.2	1.1	2.6	0.8	7.1	nt	nt	-1%
Cn1c(CNc2cccc(Cl)c2)nnc1SCC(=O)OC1CCCCC1	i	2	0.46	1329	-3.9	1010	i	0.4	-0.22	-0.2	-0.3	0.2	1	3.5	0.9	7.1	nt	nt	8%
COc1ccc(NC(=O)c2cc3n(n2)C(C(F)(F)F)CC(c2ccc4c(c2)OCO4)N3)cc1OC (stereo not drawn)	i	53	nt	nt	-3.0	1200	i	2.3	0.58	-0.045	0.21	-0.67	1.1	2.6	2.4	12	-13	625	8%
O=C(CNS(=O)(=O)c1cccs1)N1CCCC1	i	46	nt	nt	nt	nt	i	0.7	0.85	-0.24	0.57	0.33	1.1	2.3	2.6	14	5	738	6%
COc1ccccc1CNc1nc2nc(C)c(C)c(=O)n2[nH]1	i	63	0.97	1861	1.8	968	i	0.2	0.32	-0.24	0.21	0.066	1.2	4.7	1.8	6.3	0	653	9%
CCCCc1c(C)c2cc(C)ccc2[nH]c1=O	i	30	nt	nt	nt	nt	i	0.8	0.55	0.25	0.053	-0.93	1.2	2.3	2.0	2.7	8	767	3%
Cc1ccc(CNc2oc(-c3ccco3)nc2S(=O)(=O)c2ccccc2)cc1	i	5	nt	nt	7.4	577	i	0.8	0.12	-0.25	-0.075	-0.28	1.1	4.5	1.7	7.5	-43	702	-52%
COc1cc(C(=O)OC(C)CN2CCOCC2)cc(OC)c1OC (stereo not drawn)	i	11&33	0.59&-0.23	1462&995	-0.6&-0.6	976&1390	i	0.8&0.2	0.9&1.2	-0.21&-0.21	0.065&1.3	-0.079&-1.6	1	0.9	1.2	4.3	16	414	-2%
OC(COc1ccc(Cl)cc1)CN1CCCCC1 (stereo not drawn)	i	12	0.13	1341	1.5	1144	i	7.5	-0.46	-0.3	0.13	0.42	1.1	2.7	2.6	12	nt	nt	-7%
Cc1ccc(-c2ccc(CCC(=O)O)n2C(C)C)cc1	i	36	-0.47	965	nt	nt	i	1.3	-0.45	-0.23	-0.22	0.18	1.1	5.9	2.1	8.7	nt	nt	7%
CCN(CC)c1ccc(C(=O)N/N=C/c2ccc(OC)cc2OC)cc1	i	47	-0.07	1086	1.7	1007	i	0.4	2.2	0.34	1.3	-1.2	1.5	4.8	4.4	7.1	6	696	6%
O=C(Nc1ccc(Cl)cc1)Nc1ccccc1Sc1ncc([N+](=O)[O-])s1	i	28	-0.52	972	-0.2	1308	?	nt	-1.9	0.13	-0.7	-0.0057	nt	nt	nt	nt	-20	680	nt
O=C(CSc1ccc(-c2ccc(F)cc2)nn1)Nc1ccc2c(c1)OCCO2	i	46	0.49	1388	-1.5	1108	i	0.0	0.83	-0.24	0.58	-0.24	1	2.6	2.1	4.4	11	631	22%
C=CCn1c(C)cc(C(=O)COC(=O)/C=C/c2ccc(OC)cc2)c1C	i	20	-0.78	1207	-1.7	1078	i	0.0	0.27	-0.21	-0.26	0.069	1	2.1	3.6	0.4	39	690	15%
Cc1cc(SCC(=O)NC(=O)c2cccn2C)nc2ccccc12	i	44	0.04	1047	-0.1	1234	i	0.1	1.3	-0.66	0.67	-1.4	nt	nt	nt	nt	1	622	nt
Cc1nn2c(=O)c3c4c(sc3nc2n1-c1ccccc1)COC(C)(C)C4	i	12	0.16	1139	0.7	1379	i	0.4	1.1	-0.067	0.61	-1.1	nt	nt	nt	nt	2	725	nt
CC(=O)N1CCN(c2ccccc2NC(=O)COc2cc(C)ccc2C(C)C)CC1	i	12	-0.57	1206	0.0	1086	i	1.3	0.92	-0.22	0.77	-0.34	1.1	2.9	0.5	27	-11	692	19%

Screens: PubChem, several laboratories
